# Compound activity deposited in PubChem by Broad Institute.
# IDH1 mut inh: blocks human IDH1 R132H reductase activity; O75874; diaphorase/resazurin fluorescence, 60 min; inhibition, % at 10 µM; 0.18% of 70,000 active; in the data active = inhibition above about 34%; inconclusive = no clear call, values can overlap the other calls; inactive = below about 11%;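 note: 0% = DMSO and 100% = no enzyme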
# Target sequence (O75874 whole entry R132H): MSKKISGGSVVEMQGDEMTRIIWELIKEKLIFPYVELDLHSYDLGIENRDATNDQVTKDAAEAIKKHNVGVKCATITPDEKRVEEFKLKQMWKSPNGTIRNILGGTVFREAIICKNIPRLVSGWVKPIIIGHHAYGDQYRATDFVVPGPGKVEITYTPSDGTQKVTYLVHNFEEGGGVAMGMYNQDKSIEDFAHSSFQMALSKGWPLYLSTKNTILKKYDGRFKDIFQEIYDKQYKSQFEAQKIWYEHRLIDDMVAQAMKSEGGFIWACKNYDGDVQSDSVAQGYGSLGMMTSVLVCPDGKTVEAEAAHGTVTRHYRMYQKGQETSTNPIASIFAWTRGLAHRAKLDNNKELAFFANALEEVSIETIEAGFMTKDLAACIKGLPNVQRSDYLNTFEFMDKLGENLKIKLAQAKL
# EZH2 inh: blocks human EZH2/PRC2 H3K27 methylation; 0.35% of 57,000 active; Q15910; inhibition, % at 12.5 µM; DELFIA TRF, 1 h;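 active = mean inhibition of replicates at least 50% and every single replicate also reaching 50%; inconclusive = mean inhibition at least 50% but some replicate falls below 50%; inactive = mean inhibition under 50%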;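 note: dimethyl H3K27 on biotinylated H3 21-44 peptide detected by antibody; plate controls were median neutral control wells for no effect and median positive control wells for full effect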
# * = called active by the depositor; ? = inconclusive; nt = no result given.
SMILES,IDH1 mut inh,EZH2 inh
CO[C@@H](CN(C)S(=O)(=O)c1cn(C)cn1)[C@@H](C)CN(C(=O)Nc1ccc(F)cc1)[C@@H](C)CO,0.3,-11
CO[C@@H]1CN(C)C(=O)c2cc(NC(=O)Nc3ccccc3)ccc2OC[C@H](C)N(C(C)=O)C[C@H]1C,0.0,-13
O=C(C[C@H]1C[C@H]2c3cc(NC(=O)Cc4ccncc4)ccc3O[C@H]2[C@@H](CO)O1)NCc1ccc2c(c1)OCO2,-0.4,-11
COc1ccc(-c2cnc3c(c2)C(=O)N([C@@H](C)CO)C[C@@H](C)[C@H](CN(C)C)O3)cc1,-0.2,-10
O=C(O)c1ccccc1-c1ccccc1C(=O)NCCCO,-0.8,-5
O=C(Cn1cc(CN2C(=O)COC[C@H]2c2ccccc2)nn1)Nc1nccs1,nt,5
O=C(Nc1ccc(F)cc1)Nc1ccc2c(c1)[C@@H]1C[C@H](CC(=O)N3CCCCC3)O[C@@H](CO)[C@@H]1O2,0.0,-14
COc1ccc(S(=O)(=O)N(C)C[C@H]2Oc3c(NS(=O)(=O)c4ccc(Cl)cc4)cccc3C(=O)N([C@H](C)CO)C[C@@H]2C)cc1,3.7,nt
Cc1ccc(S(=O)(=O)NC(C)C(=O)Nc2c(F)cccc2F)cc1 (stereo unspecified),-0.2,-28
CS(=O)(=O)N(CC(=O)Nc1ccc(F)c(F)c1)c1ccccc1Br,-0.2,14
Cc1noc(C)c1NC(=O)N[C@H]1CC[C@@H](CCNC(=O)C2CCCCC2)O[C@@H]1CO,0.4,6
CCCn1nnc(NC(=O)C(C)Oc2ccc(Cl)cc2Cl)n1 (stereo unspecified),-0.2,-4
CC(C)NC(=O)N[C@H]1CC[C@@H](CCNC(=O)C2CCC2)O[C@@H]1CO,-0.3,7
O=C(Nc1ccccc1[N+](=O)[O-])c1cccc(S(=O)(=O)N2CCOCC2)c1,-0.4,-4
C[C@H]1CN([C@@H](C)CO)C(=O)c2cc(NC(=O)CCC(F)(F)F)ccc2O[C@H]1CN(C)S(C)(=O)=O,-0.2,-5
COc1ccccc1C#Cc1ccc2c(c1)O[C@H](CN(C)C(C)=O)[C@H](C)CN([C@H](C)CO)S2(=O)=O,-4.2,-6
COc1ccccc1-c1ccc2c(c1)O[C@@H](CN(C)Cc1ccc3c(c1)OCO3)[C@@H](C)CN([C@H](C)CO)S2(=O)=O,1.7,23
CO[C@@H]1CN(C)C(=O)c2cc(NC(=O)Nc3cc(F)ccc3F)ccc2OC[C@@H](C)N(C(=O)c2cnccn2)C[C@H]1C,0.0,-9
COc1ccc(Nc2nc(N)nc(CSc3nc(C)cc(C)n3)n2)cc1,0.0,-12
C[C@@H]1CN([C@@H](C)CO)C(=O)c2ccccc2-c2ccccc2CO[C@@H]1CN(C)S(=O)(=O)c1ccccc1C#N,-3.4,-3
C[C@@H]1CN([C@@H](C)CO)C(=O)Cc2cc(NS(C)(=O)=O)ccc2O[C@@H]1CN(C)Cc1ccccc1,0.7,-6
O=C(C[C@@H]1C[C@H]2c3cc(NC(=O)CC4CC4)ccc3O[C@H]2[C@@H](CO)O1)NCc1cccc(F)c1,-0.2,12
CCC(=O)Nc1ccc2c(c1)C(=O)N(C)C[C@H](OC)[C@@H](C)CN(CC1CCCCC1)[C@@H](C)CO2,-0.1,-19
Cc1noc(C)c1NC(=O)Nc1ccc2c(c1)C(=O)N([C@H](C)CO)C[C@H](C)[C@@H](CN(C)C(=O)NC1CCCCC1)OCCCC[C@@H](C)O2,1.5,nt
CC(C)CC#Cc1ccc2c(c1)O[C@H](CN(C)Cc1ccccc1)[C@@H](C)CN([C@H](C)CO)S2(=O)=O,0.3,3
Cc1ccc(S(=O)(=O)N(C)CC(=O)Nc2cccc3c2CCCC3)cc1,-0.1,nt
O=C(C[C@H]1C[C@H]2c3cc(NC(=O)C4CCOCC4)ccc3O[C@H]2[C@H](CO)O1)NCCc1ccccc1,-0.3,11
O=S(=O)(NC1CCN(Cc2ccc(OCCO)cc2)CC1)c1cc(C(F)(F)F)ccc1Cl,nt,-6
COc1ccc(NC(=O)Nc2ccc3c(c2)CC(=O)N([C@@H](C)CO)C[C@H](C)[C@@H](CN(C)C(=O)NC2CCCCC2)O3)cc1,-0.7,-10
C[C@H](NC(=O)C[C@H]1CC[C@H](NC(=O)Cc2ccccn2)[C@@H](CO)O1)c1ccccc1,-0.1,9
Cc1cc(=O)[nH]c(SCCOc2ccc3c(c2)CCC3)n1,-0.4,-1
COc1ccc(-c2ccc3c(c2)O[C@@H](CN(C)C(=O)Nc2ccccc2F)[C@H](C)CN([C@H](C)CO)S3(=O)=O)cc1,0.4,-3
COc1ccc(NC(=O)Nc2ccc3c(c2)C(=O)N([C@@H](C)CO)C[C@H](C)[C@H](CN(C)C(=O)Nc2cccc4ccccc24)O3)cc1,0.3,nt
CC(C)NC(=O)N[C@@H]1CC[C@@H](CC(=O)NCCCN(C)C)O[C@@H]1CO,0.0,-7
C[C@H](CO)N1C[C@H](C)[C@H](CN(C)C(=O)Nc2cccc3ccccc23)Oc2c(NS(=O)(=O)c3cccs3)cccc2C1=O,-0.5,nt
COc1ccc(NC(=O)Nc2ccc3c(c2)C(=O)N([C@@H](C)CO)C[C@H](C)[C@H](CN(C)C(=O)NC(C)C)OCCCC[C@@H](C)O3)cc1,1.7,nt
C[C@H]1CN([C@@H](C)CO)C(=O)c2cc(NC(=O)CCN3CCOCC3)ccc2O[C@H]1CN(C)Cc1ccccc1,-1.7,-3
Cc1noc(C)c1S(=O)(=O)Nc1ccc2c(c1)CC(=O)N([C@@H](C)CO)C[C@H](C)[C@H](CN(C)C(=O)Nc1ccc3c(c1)OCO3)O2,0.1,nt
C[C@@H]1CN([C@H](C)CO)C(=O)c2cccc(NS(=O)(=O)c3cn(C)cn3)c2O[C@@H]1CN(C)Cc1ccc(-c2ccccc2)cc1,nt,7
C[C@H]1CN([C@@H](C)CO)C(=O)Cc2cc(NS(C)(=O)=O)ccc2O[C@@H]1CN(C)S(C)(=O)=O,-0.1,nt

# As entered above.
# IDH1 mut inh with `CC(C)NC(=O)N[C@@H]1CC[C@@H](CC(=O)NCCCN(C)C)O[C@@H]1CO` reads 0.0
# EZH2 inh with `C[C@H]1CN([C@@H](C)CO)C(=O)c2cc(NC(=O)CCN3CCOCC3)ccc2O[C@H]1CN(C)Cc1ccccc1` reads -3
# IDH1 mut inh with `COc1ccc(NC(=O)Nc2ccc3c(c2)C(=O)N([C@@H](C)CO)C[C@H](C)[C@H](CN(C)C(=O)Nc2cccc4ccccc24)O3)cc1` reads 0.3
# EZH2 inh with `C[C@@H]1CN([C@H](C)CO)C(=O)c2cccc(NS(=O)(=O)c3cn(C)cn3)c2O[C@@H]1CN(C)Cc1ccc(-c2ccccc2)cc1` reads 7

# Next structures.
SMILES,IDH1 mut inh,EZH2 inh
CCCC#Cc1ccc2c(c1)O[C@H](CN(C)C(C)=O)[C@@H](C)CN([C@@H](C)CO)S2(=O)=O,-2.9,3
C[C@H](CO)N1C[C@H](C)[C@H](CN(C)C(=O)Nc2ccc(F)cc2)Oc2ccc(NC(=O)Cc3cn(C)c4ccccc34)cc2C1=O,nt,-11
CC(C)C(=O)Nc1ccc(C(=O)NCc2ccco2)cc1,0.8,nt
C[C@H]1CN([C@@H](C)CO)C(=O)c2cc(C#CCN(C)C)cnc2O[C@H]1CN(C)Cc1ccc(-c2ccccc2)cc1,nt,-29
C[C@H](CO)N1C[C@H](C)[C@H](CN(C)S(=O)(=O)c2ccc(F)cc2)Oc2ccc(NC(=O)Nc3ccccc3)cc2C1=O,4.9,nt
C[C@@H]1CCCCO[C@H](CN(C)Cc2ccc3c(c2)OCO3)[C@H](C)CN([C@H](C)CO)C(=O)c2cc(NC(=O)Nc3ccc4c(c3)OCO4)ccc2O1,1.7,nt
C[C@@H]1CN([C@H](C)CO)C(=O)Cc2cc(NC(=O)Cc3cn(C)c4ccccc34)ccc2O[C@H]1CN(C)S(=O)(=O)c1ccccc1,0.2,nt
C[C@@H]1CN([C@@H](C)CO)S(=O)(=O)c2ccc(-c3ccncc3)cc2O[C@H]1CN(C)C(=O)CC1CC1,0.5,1
CC(C)NC(=O)Nc1ccc2c(c1)C(=O)N([C@@H](C)CO)C[C@@H](C)[C@H](CN(C)C(=O)C1CCCCC1)OCCCC[C@@H](C)O2,0.0,-10
CO[C@H]1CN(C)C(=O)c2cc(NS(=O)(=O)CC(F)(F)F)ccc2OC[C@@H](C)N(C(=O)NC(C)C)C[C@H]1C,0.0,5

# Entries of single compounds from above. Values in the order: IDH1 mut inh, EZH2 inh
# `COc1ccc(NC(=O)Nc2ccc3c(c2)CC(=O)N([C@@H](C)CO)C[C@H](C)[C@@H](CN(C)C(=O)NC2CCCCC2)O3)cc1` as listed: -0.7, -10
# `CCCn1nnc(NC(=O)C(C)Oc2ccc(Cl)cc2Cl)n1` (stereo unspecified) as listed: -0.2, -4

# The list goes on.
SMILES,IDH1 mut inh,EZH2 inh
COC(=O)Cc1cc(=O)n(-c2nc3ccccc3[nH]2)[nH]1,0.2,-6
C[C@@H]1CN([C@H](C)CO)C(=O)c2cc(C3=CCCC3)cnc2O[C@@H]1CN(C)C(=O)c1ccc2c(c1)OCO2,nt,12
CC(=O)N(C)C[C@@H]1Oc2ncc(-c3ccccc3F)cc2C(=O)N([C@@H](C)CO)C[C@@H]1C,1.2,-12
O=C1Nc2ccc(S(=O)(=O)NCC3CCCO3)c3cccc1c23 (stereo unspecified),0.1,-2
Cc1cccc(OC(=O)C(Cc2ccccc2)N2C(=O)C3C4CCC(C4)C3C2=O)c1C (stereo unspecified),0.1,nt
CO[C@H]1CN(C)C(=O)c2ccc(NS(=O)(=O)c3ccccc3)cc2OC[C@H](C)N(Cc2nccs2)C[C@H]1C,0.1,5
C[C@@H]1CCCCO[C@H](CN(C)C(=O)C2CCCCC2)[C@@H](C)CN([C@@H](C)CO)C(=O)c2cc(NS(C)(=O)=O)ccc2O1,1.3,-8
Cc1noc(C)c1NC(=O)N[C@@H]1CC[C@H](CCNC(=O)C2CCC2)O[C@@H]1CO,0.0,3
CN(C)c1ccc2c(c1)[C@@H]1C[C@@H](CC(=O)N3CCc4ccccc4C3)O[C@@H](CO)[C@@H]1O2,-0.7,-5
C[C@H]1CN([C@@H](C)CO)C(=O)c2cc(-c3ccccc3F)cnc2O[C@H]1CN(C)C(=O)NC1CCCCC1,0.3,-20
COc1ccc(S(=O)(=O)Nc2ccc3c(c2)C(=O)N([C@@H](C)CO)C[C@H](C)[C@H](CN(C)S(=O)(=O)c2ccc(Cl)cc2)OCCCC[C@H](C)O3)cc1,-0.2,nt
Cc1ccc(S(=O)(=O)Nc2ccc3c(c2)CC(=O)N([C@@H](C)CO)C[C@H](C)[C@H](CN(C)S(=O)(=O)c2ccc(C)cc2)O3)cc1,0.1,nt
COc1cccc2cc(-c3nnc(SCC(=O)Nc4ccc5ccccc5c4)n3C)oc12,0.7,6
CCC(Sc1nnc(-c2ccncc2)n1C)C(=O)Nc1c(C)cccc1C (stereo unspecified),0.2,-10
CC(=O)C(Sc1cc(C)nc(N)n1)C(=O)Nc1ccccc1 (stereo unspecified),2.4,-15
O=C(C[C@@H]1CC[C@@H](NS(=O)(=O)c2ccc(F)cc2)[C@@H](CO)O1)N1CCc2ccccc2C1,-0.3,4
NC(=O)c1c(NC(=O)CCSc2nc(-c3ccco3)cc(C(F)(F)F)n2)sc2c1CCC2,-0.2,12
CC1CCC2(C(=O)OC3OC(CO)C(O)C(O)C3O)CCC3(C(=O)O)C(=CCC4C5(C)CCC(O)C(C)(C)C5CCC43C)C2C1C (stereo unspecified),-0.1,?
Cc1noc(C)c1NC(=O)Nc1ccc2c(c1)CC(=O)N([C@H](C)CO)C[C@H](C)[C@@H](CN(C)Cc1ccc(Oc3ccccc3)cc1)O2,-0.3,nt
C[C@@H]1CN([C@@H](C)CO)C(=O)Cc2cc(NC(=O)c3ccncc3)ccc2O[C@@H]1CN(C)CC1CC1,2.8,0
CCC(=O)N(C)C[C@@H]1Oc2cc(C#CCOC)ccc2S(=O)(=O)N([C@@H](C)CO)C[C@@H]1C,7.4,27
N#C[C@H]1[C@@H](c2ccc(C#Cc3ccccc3F)cc2)[C@@H](CO)N1C(=O)C1CCC1,0.4,nt
CO[C@H]1CN(C)C(=O)c2cc(NC(=O)c3ccc(F)cc3)ccc2OC[C@@H](C)NC[C@H]1C,nt,1
C[C@@H]1CN([C@@H](C)CO)C(=O)c2cc(NS(=O)(=O)c3ccc(Cl)cc3)ccc2O[C@@H](C)CCCCO[C@@H]1CN(C)C(=O)Nc1ccccc1,-0.7,nt
C[C@H](CO)N1C[C@H](C)[C@@H](CN(C)S(=O)(=O)c2cn(C)cn2)Oc2c(NC(=O)NC3CCCCC3)cccc2C1=O,-0.6,nt
CNC[C@@H]1Oc2ncc(-c3ccccc3C)cc2C(=O)N([C@H](C)CO)C[C@H]1C,-0.6,-9
COCC(=O)Nc1ccc2c(c1)[C@H]1C[C@@H](CC(=O)NCc3ccccc3OC)O[C@@H](CO)[C@H]1O2,-1.0,17
C[C@H](O)C#Cc1cnc2c(c1)C(=O)N([C@@H](C)CO)C[C@@H](C)[C@@H](CN(C)CC1CCOCC1)O2,0.0,3
COCCOC(=O)N1C(=O)[C@@]2(c3cc(C#CCCO)ccc31)[C@H](c1ccc(O)cc1)N1[C@H](c3ccccc3)[C@H](c3ccccc3)OC(=O)[C@H]1[C@@H]2C(N)=O,0.0,-14
CO[C@H](CN(C)S(=O)(=O)c1ccc(C)cc1)[C@H](C)CN(Cc1ccccc1Cl)[C@H](C)CO,-0.1,42
Cc1cccc(-c2noc(CN(C)S(=O)(=O)c3cc(Cl)ccc3Cl)n2)c1,0.6,45

# Entries from the list above that have an NH in an aromatic ring, in the order listed:
SMILES,IDH1 mut inh,EZH2 inh
Cc1cc(=O)[nH]c(SCCOc2ccc3c(c2)CCC3)n1,-0.4,-1
COC(=O)Cc1cc(=O)n(-c2nc3ccccc3[nH]2)[nH]1,0.2,-6

# Only part of the results is shown; rates above refer to the full screens.
